GPR55 LPI antagonism – GPR55 antagonists blocking LPI-driven arrestin recruitment, primary screen, imaging, U2OS, beta-arrestin-GFP, LPI agonist (AID 2013). U2OS GPR55 beta-arrestin-GFP translocation imaging, LPI antagonism; higher % means a stronger effect. inhibition, % at 10 µM, or IC50 in µM where a hit was titrated. hit rate 0.13% among 290,000;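 active = spots per cell inhibited over 60%, with over 100 cells counted and total cytoplasm intensity under 500,000; inconclusive = wells with under 100 cells, flagged as likely toxic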;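 note: U2OS cells stably carrying GPR55 and arrestin-GFP stimulated by 5 µM LPI near EC80; imaged beta-arrestin-GFP aggregate spots per cell after agonist stimulation; plate controls were LPI-stimulated DMSO wells for no effect and DMSO wells without LPI for full effect; some results filed as inactive read as strong as hits; confirmed hits need IC50 under 10 µM and bright autofluorescent wells are also inconclusive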
SIAH1 antagonists – Siah-1 peptide-binding antagonists, primary screen, biochemical, fluorescence polarization, rhodamine-plectin, uHTS (AID 1817); E3 ubiquitin-protein ligase SIAH1 (Homo sapiens); displacement, % at 20 µM, or IC50 in µM where a hit was titrated; Siah-1 / rhodamine-plectin peptide fluorescence polarization; higher % means a stronger effect; hit rate 0.02% among 290,000;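 active = displacement of at least 50% at 20 µM, with a fluorescence ratio check between 0.3 and a set limit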;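 note: plate controls were Siah plus tracer with DMSO for no effect and tracer alone without Siah for full effect; strong numbers were not always called active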
MgcRacGAP inhibition – MgcRacGAP GTPase-activating activity inhibitors, confirmation, biochemical, ADP Hunter fluorescence. hit rate 0.6% among 340,000. MgcRacGAP-stimulated Rac1 GTP hydrolysis, ADP Hunter fluorescence; higher % means a stronger effect; GST-tagged Rac1 F28L mutant substrate. inhibition, % at 30 µM, or IC50 in µM where a hit was titrated. AID 624330, 2012;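 active = first-screen hits whose inhibition reached a set limit at any dose in the follow-up dose series; inconclusive = inhibition above the set first-screen limit but never retested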;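 note: fluorescence reports GDP produced by GAP-driven GTP hydrolysis; strong numbers were not always called active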
GPR35 arrestin U2OS – GPR35 antagonists blocking zaprinast-driven arrestin recruitment, primary screen, imaging, U2OS, beta-arrestin-GFP, zaprinast agonist (AID 2058) | hit rate 0.052% among 290,000 | U2OS GPR35 beta-arrestin-GFP translocation imaging, zaprinast antagonism; higher % means a stronger effect | G-protein coupled receptor 35 (Homo sapiens) | inhibition, % at 10 µM, or IC50 in µM where a hit was titrated;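 active = inhibition of at least 50% with at least 30 cells and total cytoplasm GFP at most 10,000,000; inconclusive = under 30 cells or total GFP of 10,000,000 plus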
HIV fusion peptide – inhibitors of HIV fusion peptide binding, primary screen, biochemical, uHTS, fluorescence dequenching (AID 1986); cell-free peptide binding, fluorescence dequenching, 30 min; higher % means a stronger effect; inhibition, % at 20 µM; hits with a dose series show IC50 in µM; hit rate 0.3% among 290,000; in the data active = inhibition mostly above about 52%, no sharp cut-off; inactive = mostly below about 76%; note: some results filed as inactive read as strong as hits
Salmonella PhoP GFP – inhibitors of PhoP regulon expression, primary screen, Salmonella Typhimurium, GFP reporter (AID 1863) | S. Typhimurium PhoP-regulated promoter GFP reporter, 4 h; higher % means a stronger effect | one-dose inhibition, % at 50 µM; IC50 in µM for titrated hits | hit rate 0.16% among 300,000;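 active = inhibition over 29.93%, a cutoff 3 SD above the screen mean, later confirmed by dose response; inconclusive = inhibition over 29.93% but no dose response follow-up; inactive = inhibition at most 29.93% or unconfirmed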;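 note: 0% = low Mg2+ inducing control and 100% = high Mg2+ repressing control; strong numbers were not always called active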
NTR1 ag – agonists of NTR1, primary screen, imaging, U2OS cells, beta-arrestin-GFP, high content (AID 493036); hit rate 0.17% among 330,000; activation, % at 20 µM; NTR1-U2OS beta-arrestin-GFP spot imaging, agonist mode; Neurotensin receptor type 1 (Homo sapiens), P30989;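 active = activation at or above 40% of the spot to cytoplasm intensity ratio, with at least 20 cells analyzed; inconclusive = wells under 20 cells, flagged as cytotoxic or low count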;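 note: 0% = DMSO without peptide and 100% = 100 nM NTR1 peptide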
Target sequence (P30989 whole entry, looked up): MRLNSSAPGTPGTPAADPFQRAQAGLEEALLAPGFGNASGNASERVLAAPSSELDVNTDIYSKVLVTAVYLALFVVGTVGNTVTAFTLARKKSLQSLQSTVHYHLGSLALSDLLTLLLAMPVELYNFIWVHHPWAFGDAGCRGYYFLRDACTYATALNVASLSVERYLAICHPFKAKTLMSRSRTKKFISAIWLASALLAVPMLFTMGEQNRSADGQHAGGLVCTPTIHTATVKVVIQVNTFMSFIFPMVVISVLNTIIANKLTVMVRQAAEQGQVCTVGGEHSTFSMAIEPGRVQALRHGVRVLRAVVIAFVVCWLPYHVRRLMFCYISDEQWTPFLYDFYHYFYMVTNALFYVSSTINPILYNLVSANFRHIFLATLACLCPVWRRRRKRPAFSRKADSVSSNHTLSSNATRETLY
LYP phosphatase – inhibitors of LYP phosphatase, biochemical, fluorescence intensity, uHTS (AID 1779); Tyrosine-protein phosphatase non-receptor type 22 (Homo sapiens); recombinant LYP phosphatase, fluorescence intensity; higher % means a stronger effect; inhibition, % at 11.5 µM; hits with a dose series show IC50 in µM; hit rate 0.054% among 290,000; in the data active = inhibition above about 50%;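 note: plate controls were vehicle with enzyme for no effect and no enzyme for full effect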
Myeloid diff MLP – induction of myeloid progenitor differentiation, primary screen, cell-based, flow cytometry, MLPCN library. hit rate 1% among 360,000. ER-HoxA9 myeloid progenitors, lysozyme-GFP differentiation. calls only at 10 µM. AID 624256, 2012;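 active = normalized GFP-positive differentiation at or above the plate's own cutoff, the solvent-only control mean plus 3 SD; inconclusive = no clear call, values can overlap the other calls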;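 note: cells exposed to compound for four days before flow analysis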
NTR1 ag cell count 20 µM – recorded beside NTR1 ag, whose call it bears; cell count; measured here: cell count, cytotoxicity flag
Myeloid diff MLP GFP+ MAC1+ % – second read-out of Myeloid diff MLP, no call of its own (marks repeat the call); GFP+ MAC1+ double positive, %; measured here: differentiation confirmed by MAC1 staining
An asterisk follows results filed as active; i = inactive; ? = inconclusive; · = not tested or not shown; + = active, no number.

SMILES	GPR55 LPI antagonism	SIAH1 antagonists	MgcRacGAP inhibition	GPR35 arrestin U2OS	HIV fusion peptide	Salmonella PhoP GFP	NTR1 ag	NTR1 ag cell count 20 µM	LYP phosphatase	Myeloid diff MLP	Myeloid diff MLP GFP+ MAC1+ %
Cc1cc(OCC(=O)Nc2ccc(CN3CCCCC3)cc2)ccc1Cl	2%	-5%	·	-9%	-1.1%	13%	0.2	30	3%	i	0.1
CC(C)/C=C1\CC/C(=C\c2ccc(N(C)C)cc2)C1=O	8%	4%	7%	30%	37%	-5%	-5.1	61	-3%	+	0.6*
O=C(O)C1Cc2ccccc2CN1S(=O)(=O)c1ccc2ccccc2c1 (centres undefined)	-1%	-3%	3%	-8%	8.1%	-20%	-3.4	67	-6%	i	1.1
COc1ccc(CNC(=O)CC(C)S(=O)(=O)c2ccc3c(c2)NC(=O)CO3)cc1 (centres undefined)	-6%	3%	-1%	8%	3.4%	-2%	0.0	59	-11%	i	4.4
CC(=O)c1ccc(NC2c3ncccc3C(=O)N2Cc2ccc(F)cc2)cc1 (centres undefined)	0%	-6%	-6%	-9%	-0.5%	10%	-0.9	67	-3%	i	1.7
CC(C)c1ccc(OCC(=O)NCc2n[nH]c(=O)c3ccccc23)cc1	·	·	7%	·	·	-7%	-0.5	51	·	i	0.4
CCC1(CC)Cc2ccccc2C(=O)N1	-10%	0%	14%	7%	-1.6%	-7%	-0.5	49	-8%	i	0.8
O=C(NC1CCS(=O)(=O)C1)c1cnccn1 (centres undefined)	5%	-4%	6%	3%	-2.8%	1%	3.9	59	-8%	i	1.0
CCS(=O)(=O)c1ncc(Cl)c(C(=O)Nc2ccccc2OC)n1	-7%	-1%	14%	2%	3.6%	-11%	11	35	-1%	?	·
CCN(CC)c1cccc(OC(=O)c2cccnc2Cl)c1	6%	4%	13%	-11%	-2.6%	5%	2.2	43	-11%	i	0.6
NC(=O)c1ccccc1Br	7%	20%	6%	-1%	1.5%	-1%	1.4	81	-4%	i	1.5
COc1ccccc1/C=C/CN1CCN(Cc2ccc(C)o2)C(CCO)C1 (centres undefined)	1%	4%	11%	21%	1.1%	-3%	-1.6	73	-1%	i	0.6
COc1cccc(N2C(=O)CC(N3CCC(C(N)=O)(N4CCCCC4)CC3)C2=O)c1 (centres undefined)	-2%	-4%	1%	-7%	-0.3%	-9%	-1.8	78	-9%	i	1.2
Cc1ccc(OC(=O)c2ccccc2P(=O)(O)O)cc1	-8%	0%	5%	-6%	-1.2%	-11%	0.6	49	-7%	i	4.7
Cc1ccc(N2CN=C3SCC(=O)N3C2)cc1C	-1%	0%	11%	-1%	1.3%	-5%	0.5	81	-3%	i	0.2
O=C(NC(=S)NCc1ccccc1)c1ccc2c(c1)OCO2	7%	1%	12%	-4%	2.4%	-8%	4.2	40	-2%	i	0.4
CCOC(=O)N1CCC(N2Cc3cccc(C(=O)Nc4ccc(F)cc4)c3C2=O)CC1	-5%	0%	0%	14%	0.5%	-6%	-2.3	87	-1%	i	0.9
CCN(CC)CC(=O)Nc1ccc(C)cc1C(=O)c1ccccc1	7%	12%	8%	3%	1.0%	-1%	0.8	61	-4%	i	0.5
COc1ccc(-n2cc(CNCc3cccnc3)c(-c3cccc(F)c3)n2)cc1	-4%	-4%	5%	13%	0.8%	1%	0.6	61	-7%	i	0.1
CCOC(=O)c1cccc(NC(=O)Cn2nc(C)n3cccc3c2=O)c1	-9%	-6%	8%	-11%	0.7%	-5%	0.1	62	-16%	i	0.4
CC(C)(C)C1CCC(=NNC(=O)CN(c2ccccc2)S(=O)(=O)c2ccccc2[N+](=O)[O-])CC1 (centres undefined)	1%	-1%	12%	-6%	-0.7%	-7%	-0.5	45	-3%	i	1.0
Cc1nc2ccccc2n1Cc1ccccc1	1%	-4%	13%	2%	-0.3%	-3%	-0.2	66	-5%	i	0.3
CC1=C(C(=O)N2CCOCC2)C(c2cccc(C)c2)NC(=S)N1 (centres undefined)	17%	5%	4%	-6%	1.0%	3%	-1.8	51	0%	i	0.2
O=S1(=O)N=C(N2CCCC2)c2ccccc21	-3%	0%	5%	5%	0.5%	5%	-1.0	85	-4%	i	0.4
NC(=O)c1cc([N+](=O)[O-])c(Cl)cc1NCc1ccncc1	·	·	8%	·	·	-10%	2.5	94	·	i	1.3
CC(C)c1ccccc1NC(=O)c1cccc(NC(=O)c2ccccc2)c1	13%	5%	1%	-13%	0.6%	5%	0.8	50	-6%	i	0.5
CCCCOc1nc2c(c(=O)n(C)c(=O)n2C)n1C	1%	6%	-10%	4%	-0.5%	-2%	1.9	69	-5%	i	0.3
O=C(CSc1nc(NS(=O)(=O)c2ccccc2)cc(=O)[nH]1)Nc1ccccc1Cl	7%	0%	0%	-5%	-0.2%	·	-0.6	53	-12%	i	0.8
CCOc1ccccc1N1C(=O)c2ccc(S(=O)(=O)c3ccc(C(=O)O)cc3)cc2C1=O	12%	4%	8%	-3%	1.7%	4%	-2.3	55	-7%	i	0.3
O=C(OCc1nnc(-c2ccccc2)o1)c1cc(=O)[nH]c2ccccc12	·	·	3%	·	·	-2%	-0.1	59	·	i	0.7
Cc1ccc(S(=O)(=O)/N=C(/Nc2cccc(C(=O)O)c2)c2ccccc2)cc1	-10%	9%	8%	5%	2.1%	14%	0.8	46	-6%	i	0.6
O=c1[nH]c2ccc(S(=O)(=O)N3CCN(c4ccccc4)CC3)cc2[nH]c1=O	-8%	0%	2%	-11%	-4.0%	-5%	-0.6	46	-4%	i	1.9
COc1ccc(-n2nc(C(=O)NCc3ccco3)c3c4ccccc4n(C)c3c2=O)cc1Cl	-11%	4%	-3%	0%	-0.4%	-6%	-2.2	76	-3%	i	0.9
O=C(Nc1cccc2ccccc12)N1CCN(c2ccc(F)cc2)CC1	-1%	-3%	3%	5%	2.5%	3%	1.8	31	-10%	i	1.0
CCOCCn1c(CN2CCCC(C)C2)nc2c1c(=O)n(C)c(=O)n2C (centres undefined)	4%	14%	4%	9%	-0.6%	4%	6.1	71	-5%	i	3.1
Cn1c(NC(=O)c2ccccc2Br)cc(=O)n(C)c1=O	7%	4%	2%	-20%	-0.1%	2%	0.9	45	-2%	i	1.5
CC(C)C(C)NC(=O)COc1ncnc2ccccc12 (centres undefined)	-7%	-2%	7%	3%	0.5%	-7%	2.0	57	-11%	i	0.8
COC(=O)CCS(=O)(=O)c1ccc(NC(C)=O)cc1	-4%	-5%	1%	-5%	10%	-3%	0.2	59	-9%	i	1.0
Cc1nn(C)c(C)c1/C=C(/C(=O)C(C)(C)C)n1cncn1	5%	10%	9%	-4%	0.5%	-3%	0.4	38	-6%	i	0.7
CCOc1cccc2sc(=NC(=O)CCS(=O)(=O)c3ccccc3)n(CC)c12	8%	-1%	5%	-6%	1.9%	3%	13	73	-3%	i	0.9
Cc1c(C)n(C)c2ccc(C(=O)NCCCN3CCN(c4ccccc4F)CC3)cc12	5%	-6%	-10%	-4%	-1.3%	-7%	2.2	58	-10%	i	0.5
Cc1ccc(S(=O)(=O)Nc2cccc(C(=O)NCc3ccccn3)c2)cc1F	·	·	6%	·	·	-6%	1.9	63	·	i	0.2
CN(C(=O)c1cccc([N+](=O)[O-])c1)c1ccccc1C(=O)NCc1ccccc1	2%	-1%	4%	-19%	-0.9%	1%	0.6	55	-14%	+	2.5*
CC1CN(C(=O)Cn2cc(SCC(=O)N3CCOCC3)c3ccccc32)CC(C)O1 (centres undefined)	-15%	-10%	7%	-9%	0.5%	-4%	1.5	57	-7%	i	0.4
CS(=O)(=O)N1CCCC(C(=O)Nc2ccc(F)cc2F)C1 (centres undefined)	2%	2%	0%	4%	1.2%	2%	0.2	48	-6%	i	0.2
COC(=O)c1sc(-c2ccc(Cl)cc2)cc1NC(=O)CSCC(=O)O	4%	5%	-2%	-4%	33%	0%	0.0	35	4%	i	0.7
COn1c(-c2ccccc2)nc2c1CCc1nonc1-2	8%	3%	6%	9%	-3.4%	-2%	-0.4	61	-4%	i	0.7
CSc1nc2ccc3nc(NC(=O)c4cccs4)sc3c2s1	3%	8%	-5%	10%	-1.3%	-3%	0.1	37	-10%	i	0.5
Cc1ccc(S(=O)(=O)N(C)C)cc1NC(=O)COc1ccccc1C(=O)Nc1ccccc1	·	·	7%	·	·	0%	5.0	66	·	i	0.4
COC(=O)c1ccc(NC(=O)Nc2ccc(F)c(Cl)c2)cc1	0%	4%	6%	-9%	1.0%	11%	21	58	2%	i	2.5
CCn1c(SCC(=O)N2CCN(C(=O)c3ccco3)CC2)nnc1C(C)C	14%	10%	2%	-5%	-0.8%	-4%	0.3	49	-8%	i	0.3
CN1CCC(N(C)C(=O)c2ccccc2Nc2ccc(SC(F)F)cc2)CC1	10%	-1%	4%	0%	1.0%	-3%	0.8	39	-6%	i	1.8
CC(=O)Nc1cccc(NC(=O)c2ccccc2OCc2c(C)noc2C)c1	·	·	-6%	·	·	-2%	0.6	69	·	i	0.6
CCOc1cc(/C=N/Nc2nc(-c3cccs3)c(NC(C)=O)s2)ccc1O	-2%	2%	7%	-8%	1.3%	-7%	1.0	54	1%	i	0.5
Cc1cc(C(=O)N2CCCC(C(=O)c3cccc(C(F)(F)F)c3)C2)nc(C)n1 (centres undefined)	16%	1%	5%	3%	-0.8%	-2%	0.4	62	-3%	i	0.3
COc1ccccc1/C=N\NC(=O)c1c(C)nc2ccc(Cl)cn12	-5%	0%	10%	2%	-2.3%	17%	-0.1	57	2%	i	0.3
